Assay outcomes deposited in PubChem by National Center for Advancing Translational Sciences (NCATS).
RGS4 inh: inhibitors of human regulator of G protein signaling 4; 390,000 compounds, 0.039% hits; AID 504845; Potency, µM (titrated, usually from 114 µM), for the others: at the top dose activity change, negative = inhibition, actives largely listed as inhibitors; Transcreener GDP fluorescence polarization, RGS4-accelerated GTP hydrolysis; note: potency is the fitted concentration of half-maximal effect; % is set by controls: 0 for no effect and ±100 for the full control effect; nearly all actives have a fitted effect of over 75% in size; some results filed as inactive show a strong effect at the top dose
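MLSMR compounds (23 nl, pin-transferred) preincubated 10 min at room temperature with a 500nM (2x) first reagent, then RGS4 at 900nM (2x) plus Transcreener GDP mix added; fluorescence polarization (620/688 nm) read before and after 90 min at 30 °C.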
Vif-A3G inh: blocks the Vif interaction with human APOBEC3G; 410,000 compounds, 0.076% hits; HeLa A3G-eYFP + Vif (tagged APOBEC3G with the HIV-1 protein that degrades it), YFP fluorescence, overnight; Q9HC16; AID 602310; Potency, µM (highest dose often 46.1 µM), for the others: top-dose activity, negative = active, actives largely listed as inhibitors;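 note: potency is the fitted concentration of half-maximal effect; % is set by controls: 0 for no effect and ±100 for the full control effect; nearly all actives have a fitted effect of over 60% in size; hits raise eYFP signal because A3G escapes Vif-driven loss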
Target sequence (Q9HC16 whole entry, looked up): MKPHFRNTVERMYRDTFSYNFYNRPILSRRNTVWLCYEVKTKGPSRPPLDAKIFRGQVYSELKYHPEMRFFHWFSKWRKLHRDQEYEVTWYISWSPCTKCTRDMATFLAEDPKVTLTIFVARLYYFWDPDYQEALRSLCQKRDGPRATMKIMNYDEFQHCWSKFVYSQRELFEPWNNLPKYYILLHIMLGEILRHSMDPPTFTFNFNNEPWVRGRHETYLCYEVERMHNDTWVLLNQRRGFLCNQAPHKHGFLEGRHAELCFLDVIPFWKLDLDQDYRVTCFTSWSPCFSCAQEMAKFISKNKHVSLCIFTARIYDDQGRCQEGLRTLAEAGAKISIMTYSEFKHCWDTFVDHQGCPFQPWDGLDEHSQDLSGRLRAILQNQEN
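Read-out is eYFP fluorescence (Ex 488/Em 500-530) from Vif-expressing HeLa A3G-eYFP cells; more signal means A3G escaped Vif-mediated degradation. Cells plated overnight, compound pinned in, incubated overnight at 37 deg C.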
D2 agonist: D2 dopamine receptor (human) agonism; activation, % at 2 µM; 340,000 compounds, 0.53% hits; HEK293 T-REx D2 cells, calcium flux agonist mode;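 active = activation over 3 SD above normal in the single-dose calcium agonist read, cut at about 30% in these data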; note: 0% is about no effect
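Calcium-flux readout, 1 cycle/sec over 180 s following compound pin transfer, in inducible HEK293 Trex D2 cells (force-coupled); dopamine controls included. Positive calcium responses during this window marked compounds as potential agonists.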
LDHA block: LDHA (human) enzyme inhibition | P00338 | purified LDHA, NADH/diaphorase-resazurin fluorescence; stronger effect = lower value | activity change, % (values are at about 110 or 230 µM) | 480,000 compounds, 0.15% hits; in the data active = activity change below about -30%; inconclusive = mostly about -25% to -30%;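 note: plate controls were DMSO wells for no effect and wells without enzyme for full effect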
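LDH5 2 nM; NADH 0.06 mM, pyruvate 0.2 mM; 200 mM Tris pH 7.4, EDTA, Tween-20; 5 min RT. Detection: diaphorase 0.133 mg/mL + resazurin 37 µM, fluorescence ex540/em590 at 0 and 20 min; normalized to enzyme-free and DMSO wells.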
GRP78 ERSR act: ER stress response induction in glioma; U87-MG GRP78 promoter luciferase reporter, 16 h; Potency, µM, for inactives: at the top dose activation, actives largely listed as activators; 420,000 compounds, 0.02% hits; AID 602332; note: potency is the fitted concentration of half-maximal effect; series mostly up to about 76 µM; % of control where 0% means no effect; nearly all actives have a fitted effect of over 35% in size
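ERSR induction read as luciferase luminescence (Bright-Glo, 10 min at room temperature) in stably transfected human U87-MG glioma cells exposed to compounds for 16 h, using GRP78 as sensor.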
D2 antagonist: D2 dopamine receptor (human) antagonism | P14416 | inhibition, % at 10 µM | HEK293 TREx D2 cells, calcium flux, dopamine EC80 | 340,000 compounds, 2% hits | AID 485344; in the data active = inhibition above about 30%; note: 0% is about no effect
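Tetracycline-induced HEK293 TREx cells expressing D2 receptor forced-coupled to calcium signalling, loaded with no-wash calcium dye. Compounds added and calcium flux read 180 s, then dopamine added at EC80 and read a further 180 s.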
ERG-DNA inh: blocks human ERG Ets domain binding to DNA; P11308; fluorescence polarization, His-ERG Ets domain / labelled DNA; Potency, µM (top dose mostly 76.9 µM), without a hit: at the highest dose FP activity, negative = inhibition, hits mostly inhibitors; 370,000 compounds, 0.028% hits; active = well fitted inhibition curve with a large enough effect in the polarisation, with a control signal flat; inconclusive = small, poorly fitted or top-dose-only effect, or effect the other way, or a change in a side signal; inactive = no such curve, though single readings can be large or run the other way; the % refers to the polarisation;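 note: polarization taken with two DNA probes labelled with fluorescein and Texas red; potency is the fitted concentration of half-maximal effect; % of control where 0% means no effect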
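His-tagged ERG Ets domain (1 uM in the protein solution; 300mM KCl, 50mM Tris-HCl, 1mM EDTA, 1mM DTT, pH 7.5) received compound, then a probe mix of 5 nM fluorescein-DNA and 100nM Texas-615-DNA. Fluorescence polarization was read for both dyes.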
12-LOX inh: blocks human arachidonate 12S-lipoxygenase; P18054; purified 12hLO, xylenol orange hydroperoxide absorbance; 580,000 compounds, 1.1% hits; Potency, µM (top dose mostly 108 µM), for the others: top-dose activity change, negative = inhibition, usual class: inhibitors; note: potency is the fitted concentration of half-maximal effect; % is set by controls: 0 for no effect and ±100 for the full control effect
Target sequence (P18054 whole entry, looked up): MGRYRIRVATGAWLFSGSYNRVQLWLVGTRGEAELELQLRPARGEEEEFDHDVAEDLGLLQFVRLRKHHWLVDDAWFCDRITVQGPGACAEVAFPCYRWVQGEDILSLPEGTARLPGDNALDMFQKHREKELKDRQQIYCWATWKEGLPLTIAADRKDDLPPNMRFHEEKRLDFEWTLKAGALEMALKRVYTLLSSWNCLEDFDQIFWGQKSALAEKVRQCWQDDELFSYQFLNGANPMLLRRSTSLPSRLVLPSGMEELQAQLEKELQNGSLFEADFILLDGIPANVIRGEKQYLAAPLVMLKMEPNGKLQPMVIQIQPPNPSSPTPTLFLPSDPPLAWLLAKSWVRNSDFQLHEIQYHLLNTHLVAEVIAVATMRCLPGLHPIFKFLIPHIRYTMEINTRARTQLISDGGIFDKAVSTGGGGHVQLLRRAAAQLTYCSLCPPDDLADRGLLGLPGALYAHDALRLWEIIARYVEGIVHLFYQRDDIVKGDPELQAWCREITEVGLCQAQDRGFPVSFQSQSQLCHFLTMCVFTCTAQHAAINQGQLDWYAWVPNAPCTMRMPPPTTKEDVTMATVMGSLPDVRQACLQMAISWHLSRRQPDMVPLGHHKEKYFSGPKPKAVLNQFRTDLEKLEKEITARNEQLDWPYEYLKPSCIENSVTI
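Purified human 12hLO at 150 nM in 25 mM Hepes, 0.01% Triton X-100, pH 7.0, preincubated 15 min at room temperature with compound. Reaction started with 40 uM arachidonic acid, 30 min at room temperature. Hydroperoxide measured by Fe-xylenol orange, 573/405 nm absorbance ratio.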
Vif-A3F inh: inhibitors of Vif-A3F interaction; AID 602313; Potency, µM (series often up to 46.1 µM), inactives show at the highest dose activity, negative = active; 390,000 compounds, 0.2% hits; HeLa A3F-eYFP + Vif (tagged APOBEC3F with the HIV-1 protein that degrades it), YFP fluorescence increase; note: potency is the fitted concentration of half-maximal effect; % of control where 0% means no effect; nearly all actives have a fitted effect of over 65% in size
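Fluorescence increase (Ex 488/Em 500-530) after overnight compound treatment at 37 deg C flags inhibition of Vif-driven A3F-eYFP loss in stable HeLa A3F-eYFP/Vif cells seeded overnight beforehand.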
* hit, by the source's call; i = inactive; ? = inconclusive; . = no result given; & = joins results of further samples; [ ] = remark or other dose. Unless noted, calls come from the whole dose curve; as a rule, active = well fitted curve in the direction sought with a large enough effect; inconclusive = small, poorly fitted or top-dose-only effect, or another doubt; inactive = no such curve, though single readings can be large; an effect the other way counts as inactive or inconclusive. Not all compounds are listed (hit frequency here may not be typical).

Molecule	RGS4 inh	Vif-A3G inh	D2 agonist	LDHA block	GRP78 ERSR act	D2 antagonist	ERG-DNA inh	12-LOX inh	Vif-A3F inh
O=S(=O)([N-]c1nc2ccccc2nc1-[n+]1ccc(CCCc2ccccc2)cc1)c1cccs1	15.6%	-4.6%	0.7	2.9	-8.1%	3.0	-1.2%	-42.9%	i
CCN(CC)S(=O)(=O)c1cccc(NC(=O)c2ccc(-n3nc(C)cc3C)cc2)c1	-10.8%	-2.2%	-1.8	-0.4	-3.8%	-0.4	-6.5%	-2.8%	8.0%
CC(OC(=O)c1ccc(S(=O)(=O)NCc2ccco2)cc1)C(=O)Nc1ccccc1 (stereo not given)	-11.6%	-5.3%	.	-3.9	-3.1%	.	-3.2%	-12.3%	-10.2%
CCCc1cc(=O)[nH]c(/N=C(/NC(=O)c2ccccc2)Nc2ccc3c(c2)OCCO3)n1	-27.3%	2.5%	.	2.3	-0.1%	.	4.3%	.	.
C=COCCNC(=O)Nc1ccc(Cl)cc1Cl	-16.1%	1.6%	.	-3.7	3.4%	19.5	3.6%	5.9%	-0.4%
CCCCCC(=O)Nc1ccc(S(=O)(=O)Nc2cc(OC)nc(OC)n2)cc1	-15.4%	1.8%	1.4	-0.2	-2.6%	6.7	37.8%[activator]	0.9%	?
CCc1ccc(-c2cc(C(F)(F)F)n3nc(C(=O)Nc4cnn(Cc5ccc(C)cc5)c4)cc3n2)s1	-41.9%	?	-0.8	-5.5	?	11.5	?	.	11.2µM*
COc1cc(S(=O)(=O)NCCN2CCOCC2)ccc1-n1cnnn1	-1.9%	0.3%	.	?	0.4%	.	-5.0%	?	-0.8%
COc1ccc(Cl)cc1NC(=O)[C@@]1(CC(=O)O)CC(/C=C/c2ccccc2)=NO1	9.5%	2.7%	-2.1	-4.2	-3.8%	-22.4	-15.0%	0.0%	6.8%
COc1ccc(NC(=O)COc2coc(CN3CCc4ccccc43)cc2=O)cc1	-20.0%	0.7%	-0.1	-1.5	-3.7%	-6.8	0.8%	-3.9%	-11.4%
O=C(CSc1ccc(-c2ccco2)nn1)Nc1ccccc1F	?	2.6%	0.3	-1.4	2.4%	-12.5	-3.5%	0.0%	2.0%
COc1ccc(C(=O)Nc2cccc(S(C)(=O)=O)c2)cc1OC	3.4%	1.4%	0.5	-3.0	-5.0%	6.0	5.8%	-9.4%	-6.5%
CC1CN(c2cc3nccnc3cc2F)CC(C)O1 (stereo not given)	49.0%	-0.4%	0.2	7.4	-3.8%	1.3	-7.7%	-3.7%	-3.9%
CCCCc1ccc(Nc2ncnc3nc[nH]c23)cc1	-7.3%	-12.4%	0.2	0.4	4.6%	-10.3	6.5%	-8.2%	1.6%
O=C(Cn1nc(C(=O)O)c2ccccc2c1=O)Nc1cccc(Br)c1	-0.3%	-0.6%	1.6	-8.8&8.0	-6.9%	8.0	10.5%	?	1.1%
CCc1ccc(CNC(=O)CCCn2nc(C)n3ccnc3c2=O)cc1	-3.0%	-0.5%	-0.6	-3.5	-3.1%	14.9	-2.6%	19.9%	-4.0%
CN(C)CCn1nnc2c(=O)oc3ccccc3c21	18.8%	-0.1%	1.1	-7.7	-1.0%	-7.0	-0.8%	-12.9%	3.1%
Cc1ccc(NC(=O)CS(=O)CC(=O)NCCCN(C)c2ccccc2)cc1 (stereo not given)	7.2%	0.0%	-0.2	-2.4	-4.6%	3.8	1.7%	3.5%	-10.2%
CC(C)[C@H](NC(=O)c1ccco1)C(=O)OCC(=O)N(C)c1ccccc1	-7.4%	0.1%	0.7	-0.6	-3.3%	1.1	10.7%	0.6%	-14.2%
NCCc1nnc(SCC(=O)Nc2ccc(Br)cc2)o1	-4.3%	-0.1%	-0.1	-1.7	-4.9%	6.9	-10.5%	6.0%	-6.3%
Cc1cc(=O)[nH]c(SC(C)C(=O)Nc2cccc3ccccc23)n1 (stereo not given)	11.2%	-0.7%	-1.5	4.0	-4.5%	-2.1	-12.9%	-14.5%	-2.0%
Cc1ccccc1CSCC(=O)c1c(N)n(C)c(=O)n(C)c1=O	-8.8%	-6.7%	-1.2	-5.0	1.1%	-8.0	-8.0%	3.2%	-0.1%
CCOC(=O)C1CCCCN1S(=O)(=O)c1csc(C(N)=O)c1 (stereo not given)	29.6%	3.7%	-0.1	-3.3	-4.5%	.	0.6%	-3.7%	1.9%
C/C(=N\Nc1ccccn1)c1ccc2c(c1)OCO2	-7.0%	3.2%	-0.1	10.2	4.5%	-0.7	-9.1%	-2.9%	0.3%
COC(=O)c1c(/N=C/N(C)C)sc2c1CCN(c1ncc(C(F)(F)F)cc1Cl)C2	-23.7%	-6.1%	-1.5	4.4	-4.1%	-4.5	-3.6%	7.7%	-4.1%
CCOc1ccccc1NC(=O)C(NCCN(C)C)c1ccccc1 (stereo not given)	0.4%	-1.7%	0.6	-41.1*	-9.7%	-10.9	11.7%	4.2%	-19.1%
COc1ccc(OC)c(COC(=O)c2cccc(S(=O)(=O)N3CCCCC3)c2)c1	22.3%	-3.0%	.	-1.3	-2.4%	.	0.4%	-20.2%	-6.7%
CCCS(=O)(=O)c1nc(S(=O)(=O)c2ccc(C)cc2)c(N2CCCC2)s1	-7.4%	4.5%	-0.2	-9.6	-1.2%	-3.1	-4.3%	-8.4%	-12.7%
O=C(CSc1nnc(COc2cccc3cccnc23)o1)N1CCCC1	7.3%	-2.9%	-1.0	-1.0	-2.4%	0.1	-6.8%	0.7%	4.7%
[O-]/[N+](=C\c1ccco1)c1ccc(Cl)cc1	?	-1.4%	-0.1	6.0	2.8%	-1.6	3.4%	37.4%	8.0%

(next part)
Molecule	RGS4 inh	Vif-A3G inh	D2 agonist	LDHA block	GRP78 ERSR act	D2 antagonist	ERG-DNA inh	12-LOX inh	Vif-A3F inh
COCCCNc1ccc([N+](=O)[O-])cc1C(=O)Nc1cccc(C)n1	-19.6%	-11.3%	-1.5	-5.0	-1.3%	2.6	9.5%	25.0%	4.7%
COC(=O)C1C(=O)C2=C(CC1C)NC(=O)CC2c1ccccc1 (stereo not given)	9.8%	-4.1%	-1.6	0.0	-8.1%	1.6	-2.8%	?	1.5%
CCOC(=O)c1c(NC(=O)COC(=O)CCCOc2ccc(OC)cc2)sc(C(=O)NC)c1C	17.7%	-1.5%	-0.1	-5.4	-3.9%	-28.3	3.0%	14.8%	-13.3%
CC(=O)Nc1ccc(CN2CCCC(CCC(=O)NCc3ccccc3F)C2)cc1 (stereo not given)	3.2%	-7.0%	2.2	-2.5	-4.3%	-4.4	1.1%	-1.0%	6.2%
O=C(O)c1ccc2c(c1)nnn2C1CCCCC1	-16.0%	2.3%	0.6	-1.6	-4.4%	-1.3	-10.2%	0.0%	.
NC(=S)Nc1ccc(Cl)cc1Cl	-24.6%	1.9%	0.1	-4.7	-4.8%	0.7	10.3%	0.0%	-6.4%
C/C(=N\OC(=O)c1ccc(Br)cc1)c1ccccn1	-31.6%	-0.5%	-0.5	-5.3	-2.7%	-3.1	-3.3%	-15.6%	-0.9%
CCc1ccc(NC(=O)c2ccc(F)c(S(=O)(=O)N(C)C3CCCCC3)c2)cc1	6.0%	5.3%	0.5	-3.3	-3.4%	.	-0.2%	-22.2%	-9.9%
CC1CCCN(C(=O)C2CCN(S(=O)(=O)c3ccccc3)CC2)C1 (stereo not given)	3.8%	2.4%	.	-9.4	-1.7%	.	2.2%	-19.5%	8.4%
COc1ccc(Nc2nc(NN)nc(C)c2[N+](=O)[O-])cc1	30.5%	0.1%	4.5	-12.7	-4.8%	-11.6	1.2%	?	9.1%
CCCCCCCCSc1nnc2[nH]c(=O)cc(N)n12	?	-0.1%	-0.2	2.3	1.3%	3.6	12.1%	0.1%	-13.8%
Cc1ccc(S(=O)(=O)N(C)c2cc(S(=O)(=O)N3CCC(C)CC3)c(C)cc2C)cc1	-6.4%	1.4%	1.0	-0.8	1.1%	-1.9	-0.9%	15.0%	-1.0%

Whole records from above. Screens in order: RGS4 inh | Vif-A3G inh | D2 agonist | LDHA block | GRP78 ERSR act | D2 antagonist | ERG-DNA inh | 12-LOX inh | Vif-A3F inh
Record of `COc1ccc(Nc2nc(NN)nc(C)c2[N+](=O)[O-])cc1` = 30.5% | 0.1% | 4.5 | -12.7 | -4.8% | -11.6 | 1.2% | ? | 9.1%
Record of `CCOC(=O)c1c(NC(=O)COC(=O)CCCOc2ccc(OC)cc2)sc(C(=O)NC)c1C` = 17.7% | -1.5% | -0.1 | -5.4 | -3.9% | -28.3 | 3.0% | 14.8% | -13.3%

Ordered by heavy-atom count (ascending): part of the list above.
Molecule	RGS4 inh	Vif-A3G inh	D2 agonist	LDHA block	GRP78 ERSR act	D2 antagonist	ERG-DNA inh	12-LOX inh	Vif-A3F inh
NC(=S)Nc1ccc(Cl)cc1Cl	-24.6%	1.9%	0.1	-4.7	-4.8%	0.7	10.3%	0.0%	-6.4%
COCCCNc1ccc([N+](=O)[O-])cc1C(=O)Nc1cccc(C)n1	-19.6%	-11.3%	-1.5	-5.0	-1.3%	2.6	9.5%	25.0%	4.7%
CC(=O)Nc1ccc(CN2CCCC(CCC(=O)NCc3ccccc3F)C2)cc1 (stereo not given)	3.2%	-7.0%	2.2	-2.5	-4.3%	-4.4	1.1%	-1.0%	6.2%
